# Bioassay records as filed in PubChem.
# BRCA1 expr act: qHTS Assay to Identify Small Molecule Activators of BRCA1 Expression | MCF7-BRCA1-FFLuc reporter, luminescence, 48 h; response scale: scaled: vehicle 0%, 10 µM genistein 100% | Potency, µM (highest dose often 46.1 µM), for inactives: top-dose activation, most hits filed as activators | 1.1% of 380,000 active; active means well fitted activation curve with a large enough effect; inconclusive means small, poorly fitted or top-dose-only effect; inactive means no such curve, though single readings can be large or run the other way; further: nearly all actives have a fitted effect of over 80% in size; some results filed as inactive show a strong effect at the top dose
#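 Quantitative HTS in MCF7 cells stably reporting BRCA1 expression via firefly luciferase. Compound treatment lasts 48 h at 37 °C in phenol-red free MEM. Activation is expressed relative to genistein at 10 microM and DMSO.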
# Numbers without * were called inactive; ? = inconclusive. Potency means the concentration at half of the fitted maximal effect. Not all compounds are listed; rates above refer to the full screens.
BRCA1 expr act | compound
0.0% | Nc1nc(NCc2ccc(F)cc2)c2[nH]cnc2n1
-67.9% | Cc1cc(Br)ccc1Nc1nc(N)nc(N)c1N=O
24.5% | CC1Sc2ccccc2N(Cc2ccccc2)C1=O (stereo unspecified)
5.0% | CC1(C(=O)NS(=O)(=O)C2CC2)CCN(C(=O)c2ccc(F)c(Cl)c2)C1 (stereo unspecified)
-33.7% | COc1ccc(S(=O)(=O)N2CCCCCC2)cc1NC(C)C(=O)Nc1ccc(NC(C)=O)cc1 (stereo unspecified)
-9.2% | CN(C)c1ccc(NC(=O)Nc2ccc3c(c2)c(=O)n(C)n3Cc2ccccc2)cc1
-22.9% | COc1ccc(NC(=O)N(C)C[C@@H]2OCc3ccccc3-c3c(n(C)c4ccccc34)C(=O)N([C@H](C)CO)C[C@H]2C)c(OC)c1
-1.9% | CCCS(=O)(=O)NC(=O)C1(C)CCCN(C(=O)CSc2ccccc2)C1 (stereo unspecified)
-9.6% | Cn1nc(CC#N)c2c(=N)n(N)cnc21
-24.0% | O=C(/C=C/c1ccc(F)cc1)Nc1cc(S(=O)(=O)N2CCOCC2)ccc1N1CCOCC1
89.3% | Oc1ccc(-c2nccs2)cc1
2.7% | C#CCOCCOCCOCCNc1nc(N2CCN(C(=O)[C@H](CCCCN)n3cc(CCC(=O)O)nn3)CC2)nc(N2CCN(C(=O)[C@H](Cc3ccc(O)cc3)n3cc(CCO)nn3)CC2)n1
0.0% | COc1ccccc1C(O)c1ncc(-c2ccc(Cl)cc2)[nH]1 (stereo unspecified)
2.5% | Nc1ncnc2c1ncn2[C@@H]1O[C@H](C(=O)NCCCN2CCCC2=O)[C@@H](O)[C@H]1O
29.0% | Nc1ccc(C(=O)C(=O)c2ccccc2)cc1
0.3% | Cc1cccc(CN(C)C[C@H]2OCc3cnnn3CCCC(=O)N([C@@H](C)CO)C[C@@H]2C)c1
8.4% | OC(COc1ccc(-c2ccccc2)cc1)CN1CCCCC1 (stereo unspecified)
3.6% | CC1(C(=O)NCc2ccc(Cl)cc2)CCN1C(=O)Cc1cccc2ccccc12 (stereo unspecified)
57.1% | Cc1cccc(NC(=O)C(=O)NCC2CCCN2S(=O)(=O)c2cccs2)c1 (stereo unspecified)
-27.9% | Cc1cc(C)n2c(=O)[nH]nc2c1
-0.4% | Cc1ccccc1NP1(=O)OCCCN1Cc1ccccc1Cl (stereo unspecified)
15.2% | N#Cc1nnn2c1nc(N)c1c(Cl)cccc12
-31.6% | Cc1cc(=O)c2c(o1)C(=O)c1occc1C2=O
-5.3% | O=C(CN1CCN(C(=O)C2CCN(C(=O)/C=C/c3ccccc3)CC2)CC1)Nc1ccc(F)cc1
11.6% | CCCCNC(=O)C(NC(=O)c1cccnc1)C(=O)c1ccccc1 (stereo unspecified)
7.7% | COc1cccc(-c2cnc(C(O)c3ccc(Cl)c(F)c3)[nH]2)c1 (stereo unspecified)
2.3% | C[C@@H]1CN([C@@H](C)CO)S(=O)(=O)c2ccc(C#CC(C)(C)O)cc2O[C@H]1CN(C)C(=O)C1CCCCC1
-18.4% | COc1ccc(C(=O)NCC(C)(C)CNC(=O)c2ccc(OC)c(OC)c2)cc1OC
-8.8% | COc1ccc(C2=Nc3ccccc3NC(=O)C2N(C(=O)c2cc3ccccc3[nH]2)c2ccccc2)cc1 (stereo unspecified)
0.0% | COCCNC(=O)C1(C)CCCN(Cc2ccc(Cl)nc2)C1 (stereo unspecified)

# An excerpt from the list above, for reference:
BRCA1 expr act | compound
8.4% | OC(COc1ccc(-c2ccccc2)cc1)CN1CCCCC1 (stereo unspecified)
3.6% | CC1(C(=O)NCc2ccc(Cl)cc2)CCN1C(=O)Cc1cccc2ccccc12 (stereo unspecified)
57.1% | Cc1cccc(NC(=O)C(=O)NCC2CCCN2S(=O)(=O)c2cccs2)c1 (stereo unspecified)
-27.9% | Cc1cc(C)n2c(=O)[nH]nc2c1
-0.4% | Cc1ccccc1NP1(=O)OCCCN1Cc1ccccc1Cl (stereo unspecified)

# (listing goes on)
BRCA1 expr act | compound
-63.8% | C/C(=N/NC(=O)c1ccc(C(C)(C)C)cc1)c1ccccn1
-9.1% | CCOC(=O)[C@]12CCC=C1N(Cc1ccc(Cl)cc1Cl)C(=O)[C@H](CC(=O)NCCCOC)C2
14.9% | NC(c1ccc(F)c(F)c1)c1nc(-c2ccc3ccccc3c2)cs1 (stereo unspecified)
22.3% | CCCCN1CC[C@H]2C=CC[C@@H](C(=O)Nc3ccc(Cl)c(C(F)(F)F)c3)[C@H]2C1=O
? | O=C(NCCOc1ccccc1)c1ccccc1F
-19.3% | CN(C(=O)c1cccc(NC(=O)Cc2cccc(NC(=O)C3CCCN(C(=O)CCc4ccccc4)C3)c2)c1)C1CCC1 (stereo unspecified)
-18.6% | CC(C)Oc1ccccc1/C=N/NC(=O)C1CC1
-89.4% | COc1cc2c(oc(=O)c3cc(C)cc(OC)c32)c2c(C3OC(C)C(O)C(C)(O)C3O)ccc(O)c12 (stereo unspecified)
35.8% | CCOC(=O)C1(C)CCN1C(=O)c1ccc2c(c1)CCO2 (stereo unspecified)
0.0% | O=C(c1ccccc1)N1CCN(c2cc(Cl)nc3cc(-c4cccc(Cl)c4)nn23)CC1
-3.9% | Cc1ncc(CO)n1Cc1ccc(Cl)cc1
-21.8% | COC(=O)c1ccc(N2CCN(C)CC2)c(NC(=O)c2sc3ccccc3c2Cl)c1
7.4% | CN(CCc1ccccc1)C(=O)c1ccc(NC(=O)Cc2cccc(NC(=O)C3CCN(C(=O)C4CC4)CC3)c2)cc1
30.8% | COc1ccc(N2CSC(=S)N(c3ccc(OC)cc3)C2)cc1
7.3% | O=C(c1[nH]c(C(F)(F)F)nc1-c1ccccc1)N1CCc2ccccc2C1
17.4% | CNS(=O)(=O)c1ccc(CNC[C@H]2O[C@@H](n3cnc(C(N)=O)n3)[C@H](O)[C@@H]2O)cc1
4.1% | O=C(Nc1ncccc1O)c1ccc(S(=O)(=O)NCc2ccco2)cc1
-1.3% | C[C@@H]1CN([C@@H](C)CO)C(=O)CCCn2nncc2CO[C@@H]1CN(C)S(=O)(=O)c1ccc(Oc2ccccc2)cc1
2.8% | NC(COCc1ccccc1)c1csc(Nc2cc(Oc3ccccc3)ncn2)n1 (stereo unspecified)
5.4% | COc1cc(C=C(C#N)C(=O)c2ccccc2)cc(OC)c1OC
61.7% | Nc1ccccc1/C=N\N=C/c1ccccc1N
4.6% | O=C(Cc1cccc(NC(=O)C2CCN(C(=O)c3ccccc3)CC2)c1)Nc1cccc(C(=O)N2CCCCC2)c1
13.0% | Cc1ccccc1NC(=O)c1cccc(C(=O)Nc2ccccc2C)c1
-24.6% | CCOc1ccccc1N1C(=O)CC(Sc2ccccc2N)C1=O (stereo unspecified)
1.3% | NC(CO)c1csc(NC(=O)Nc2ccccc2Cc2ccccc2)n1 (stereo unspecified)
4.6% | CCc1noc(C)c1C(=O)N1CCCC(Nc2cccc(F)c2)C1 (stereo unspecified)
-27.4% | O=C1CCN(Cc2ccco2)C(=S)N1
-42.1% | Cc1ccc2ccccc2c1C(O)c1ncc(-c2ccc(Cl)cc2)[nH]1 (stereo unspecified)
-9.4% | Cn1c(=O)c2c(nc(CN3CCOCC3)n2CC(=O)c2ccccc2)n(C)c1=O
-20.1% | O=C(O)C(=Cc1cc2c(cc1[N+](=O)[O-])OCO2)c1cc2c(cc1Br)OCO2

# An excerpt of these results, as labelled records.
Nc1ncnc2c1ncn2[C@@H]1O[C@H](C(=O)NCCCN2CCCC2=O)[C@@H](O)[C@H]1O
  BRCA1 expr act: 2.5%
COc1ccc(S(=O)(=O)N2CCCCCC2)cc1NC(C)C(=O)Nc1ccc(NC(C)=O)cc1 (stereo unspecified)
  BRCA1 expr act: -33.7%
COc1ccccc1C(O)c1ncc(-c2ccc(Cl)cc2)[nH]1 (stereo unspecified)
  BRCA1 expr act: 0.0%
COc1ccc(C(=O)NCC(C)(C)CNC(=O)c2ccc(OC)c(OC)c2)cc1OC
  BRCA1 expr act: -18.4%

# Other compounds follow.
BRCA1 expr act | compound
-16.4% | COc1cccc2cc(C(=O)N(Cc3cccs3)Cc3cccs3)c(=O)oc12
-60.7% | COc1ccccc1CNc1nc2cc(-c3ccc(OC)c(OC)c3)sc2c(=O)n1C
0.0% | CCOC(=O)C1=C[C@@H](c2ccccc2)N(S(=O)(=O)c2ccc(C)cc2)[C@H]1c1ccc(F)cc1
2.2% | COc1ccc(C(=O)N2CCCC(C)(C(=O)NS(=O)(=O)C3CC3)C2)c(OC)c1 (stereo unspecified)
19.5% | CCCN1CNc2c(c(=O)[nH]c(=S)n2CCc2ccc(OC)cc2OC)C1
? | O=C1C(Cl)=C(Oc2ccccc2)C(=O)c2ccccc21
-10.5% | Cc1cc2nc(C(C)(C)C)c(Cc3ccsc3)n2c(C)c1Br
-7.9% | Cc1ccc(S(=O)(=O)NC(=O)C2(C)CCN2C(=O)Cc2ccc(C(C)(C)C)cc2)nc1 (stereo unspecified)
6.1% | CCN(CC)C(=O)C1=C(C)N(CCCOC)C(=O)C(CC(=O)NCCc2ccccn2)C1 (stereo unspecified)
-4.4% | COC(=O)[C@]12CCCCC=C1N(Cc1ccc(Cl)cc1Cl)C(=O)[C@H](CC(=O)NCc1ccccc1)C2
-26.7% | Cc1cc(C)cc(C(O)c2ncc(-c3ccccc3C(F)(F)F)[nH]2)c1 (stereo unspecified)
100.0% | C/C(=N\N=C(/C)c1cccc(N)c1)c1cccc(N)c1
56.0% | COc1ccc(C2Nc3ccccc3C(=O)N2c2ccc(F)cc2)cc1COc1ccc(NC(C)=O)cc1 (stereo unspecified)
0.0% | CSc1ncnc2c1ncn2CCCNCC1CCCO1 (stereo unspecified)
74.8% | CCOC(=O)C1(C)CCN1C(=O)c1ccc(-c2ccccc2)cc1 (stereo unspecified)
4.1% | Cc1ccnc(SCCn2c(N3CCC(C)CC3)nc3c2c(=O)n(C)c(=O)n3C)n1
-15.3% | CCSc1ccc(-c2cc(NC=O)c3ncc(-c4cccc(C(=O)N(C)C)c4)n3c2)cc1
4.0% | CCC1([N+](=O)[O-])COC(c2ccc(C)cc2)OC1 (stereo unspecified)
0.0% | COc1ccc(C(O)c2nc(-c3ccc(F)cc3OC)cs2)cc1 (stereo unspecified)
-52.6% | C=CCNc1nc(-c2sc(NC(=O)C(C)(C)C)nc2C)c(-n2cc(-c3ccccc3)nn2)s1
2.6% | N#Cc1ccccc1OCC(=O)N1CC(=O)Nc2ccccc21
22.8% | Cc1cnc(C(=O)N(c2ccc(N3CCOCC3)cc2)C2C(=O)Nc3ccccc3N=C2c2ccc(F)cc2)cn1 (stereo unspecified)
-3.0% | C=CCOC(=O)c1ccccc1C(=O)OCC1CO1 (stereo unspecified)
0.0% | COc1ccccc1-c1csc(C(O)c2cccc(Cl)c2)n1 (stereo unspecified)
-19.8% | Cc1cc2cc(C)c3nnc(SCC(=O)N4CCN(C(=O)c5ccco5)CC4)n3c2cc1C
-50.0% | O=C(NNc1ccccc1)c1ccc(Cl)c(Cl)c1
0.2% | COC(=O)C1C2OC(C(Br)C2Br)C1C(=O)OC (stereo unspecified)
-7.8% | CC(C)(O)CN(C(=O)c1ccccc1)C1CCCCC1
-12.6% | CC1CC(=O)C(C(C2=C(O)CC(C)CC2=O)c2ccccc2)=C(O)C1 (stereo unspecified)
-15.4% | CCOc1ccc(Cc2c(O)nc(SC)[nH]c2=O)cc1
? | CCOc1ccc(-c2noc(-c3csc([C@@H]4C[C@H](O)[C@@H](CO)O4)n3)n2)cc1
-2.3% | O=C1CC(=O)N2CCSC2=N1
13.7% | COC(=O)[C@]12CCCCC=C1N(Cc1ccco1)C(=O)[C@H](CC(=O)N1CCCCC1)C2
-4.3% | COc1ccc2ccccc2c1/C=N\NC(=O)c1cccnc1
17.2% | CC(CC(=O)c1ccccc1)=NCC(O)CN=C(C)CC(=O)c1ccccc1 (stereo unspecified)
0.1% | COc1ccc([C@H]2N[C@]3(CCCN(Cc4ccc(C(F)(F)F)cc4)C3=O)[C@H]3C(=O)N(C)C(=O)[C@@H]23)cc1
0.0% | Nc1nonc1-n1nnc(C(=O)N/N=C/c2cccc(Cl)c2)c1CN1CCCCCC1
-24.0% | CCOC(=O)N1CCN(C(=O)c2[nH]c(C(F)(F)F)nc2-c2ccccc2)CC1
2.1% | COc1ccc([C@H]2C[C@@H](O)[C@H](n3cc(COC(=O)c4ccccc4)nn3)CN2C(=O)C2CCCCC2)cc1
0.6% | O=C(NCc1ccc(F)cc1)c1ccc(S(=O)(=O)N2CCCC2)cc1
-55.3% | Cc1ccc(Cc2c(-c3ccc(Cl)cc3)nc3c(C)cc(Br)cn23)cc1
6.2% | OC(c1ccc(F)c(F)c1)c1nc(-c2cc(F)cc(F)c2)cs1 (stereo unspecified)
-7.5% | CCCCNC(=O)[C@@H]1CC=C[C@@H]2CCN(Cc3ccc(Cl)c(Cl)c3)C(=O)[C@@H]21
0.0% | CCOC(=O)[C@]12CCCC=C1N(Cc1ccco1)C(=O)[C@H](CC(=O)NCC1CCCCC1)C2
7.2% | COCOc1ccc(-c2oc3c(C/C=C(\C)CCC=C(C)C)ccc(O)c3c(=O)c2OCOC)c(OCOC)c1
5.8% | COc1ccc(/C=C(\C)C(=O)NO)cc1
-75.4% | O=CNc1c(Cl)cc2c(c1Cl)Cc1cc([N+](=O)[O-])ccc1-2
-25.0% | COc1cccc(C2CC(=O)Nc3cc(C)c(C)cc32)c1 (stereo unspecified)
-16.6% | C=CCN(C/C(=N\O)c1sc(C(=O)OCC)nc1C)c1cccc(Br)c1
-24.1% | Clc1ccc(NN(Cc2ccncc2)c2ccc(Cl)cc2)cc1
19.2% | Cc1cc(C)n2c(Nc3ccc4c(c3)OCCO4)c(CCc3ccccc3)nc2n1
-36.4% | CCC(CC)C(=O)N(C)c1c(C)nc2c(OCc3ccc(C(F)(F)F)cc3)cccn12
-1.1% | CCOC(=O)c1[nH]c(=S)n(Cc2ccccc2)c1C(=O)OCC
